ARNT-TACC3 inh: disrupts binding between human ARNT and TACC3; AID 623870; 390,000 compounds, 0.66% hits; inhibition, % at 9.99 µM; AlphaScreen His-ARNT PAS-B/GST-TACC3 binding, luminescence; TACC3 fragment carries E629A point mutation;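 active = mean inhibition of replicates at least 50% and at least half of replicates each reaching 50%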;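 note: 0% = complete ARNT plus TACC3 wells and 100% = ARNT alone without TACC3; many hits fall short of the cut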
RAD52 inh: RAD52 (human) annealing inhibition; 360,000 compounds, 0.46% hits; recombinant RAD52 DNA annealing, FRET fluorescence; AID 651710; P43351; inhibition, % at 18.7 µM;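 active = every replicate showing at least 50% inhibition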
ERAP1 inh: inhibitors of human ERAP1 aminopeptidase; recombinant ERAP1, Leu-AMC fluorescence, 60 min; inhibition, % at 10.7 µM; 340,000 compounds, 0.15% hits; AID 652197; Q9NZ08;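 active = mean replicate inhibition of at least 30%, or all replicates individually reaching that 30% level; inactive = mean below 30% and not every replicate reaching it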;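 note: 0% = neutral control wells and 100% = L-leucinethiol positive control wells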
Target sequence (Q9NZ08 whole entry, looked up): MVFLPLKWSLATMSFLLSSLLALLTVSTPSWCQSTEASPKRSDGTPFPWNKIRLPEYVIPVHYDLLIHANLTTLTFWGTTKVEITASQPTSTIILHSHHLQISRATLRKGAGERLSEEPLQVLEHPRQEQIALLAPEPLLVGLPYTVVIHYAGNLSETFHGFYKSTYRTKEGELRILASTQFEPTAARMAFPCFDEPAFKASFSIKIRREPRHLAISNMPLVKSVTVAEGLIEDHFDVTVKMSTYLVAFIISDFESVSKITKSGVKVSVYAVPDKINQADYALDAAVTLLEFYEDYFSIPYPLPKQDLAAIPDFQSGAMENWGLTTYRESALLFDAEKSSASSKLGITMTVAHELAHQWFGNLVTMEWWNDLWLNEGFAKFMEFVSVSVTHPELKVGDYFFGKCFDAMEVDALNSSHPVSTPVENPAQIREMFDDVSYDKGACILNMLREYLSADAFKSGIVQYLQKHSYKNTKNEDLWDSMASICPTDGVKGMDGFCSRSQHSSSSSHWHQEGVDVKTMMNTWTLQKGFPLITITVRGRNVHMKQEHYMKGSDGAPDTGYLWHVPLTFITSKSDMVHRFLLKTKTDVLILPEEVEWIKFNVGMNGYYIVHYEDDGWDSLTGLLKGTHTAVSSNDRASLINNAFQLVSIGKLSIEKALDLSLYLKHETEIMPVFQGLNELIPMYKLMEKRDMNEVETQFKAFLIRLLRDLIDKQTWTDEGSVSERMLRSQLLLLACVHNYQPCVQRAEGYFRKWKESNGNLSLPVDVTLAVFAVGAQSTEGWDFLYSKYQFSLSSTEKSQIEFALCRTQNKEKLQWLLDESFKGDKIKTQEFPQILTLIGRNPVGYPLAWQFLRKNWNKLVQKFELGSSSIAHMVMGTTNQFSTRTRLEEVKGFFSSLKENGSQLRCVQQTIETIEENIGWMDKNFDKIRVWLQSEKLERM
esBAF inh: SWI/SNF esBAF complex inhibition; 350,000 compounds, 2% hits; mouse ES cells, Bmi1-luciferase knock-in reporter, 24 h; 100% = twice the neutral-well signal; reporter increase, % at 12.5 µM; in the data active = activation above about 40%;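 note: 0% = median of the plate's neutral control wells and 100% = double that signal; a rise in the Bmi1 reporter signal indicates esBAF inhibition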
Xi reactivation: X-chromosome reactivation activator. XiGFP mouse fibroblasts, % GFP-positive cells imaging, 3 d; cells co-treated with 5-aza-dC sensitizer; scaled so ellipticine positive control = 100%. activation, % at 7.58 µM. 360,000 compounds, 0.055% hits. AID 743238;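 active = mean normalized replicate activation at least 10% and every replicate at or above 10%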;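 note: 0% = median of on-plate neutral control wells and 100% = ellipticine 6 µM median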
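Assay system – SV40-immortalized XiGFP fibroblast cells, line 68-5-11 · Buffer or medium – DMEM supplemented with 5-aza-dC as sensitizing agent · Dosing – one concentration, pinned · Benchmarks – positive control ellipticine, 6 µM final · Times – 3 days compound exposure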
RAD54 branch: blocks human RAD54 Holliday junction branch migration; Q92698; FAM/BHQ fluorescence; inhibition, % at 10.4 µM; 360,000 compounds, 0.14% hits; AID 602329;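 active = mean normalized replicate activity at least 40 and at least half of replicates scoring 40 or more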;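 note: 0% = median of neutral control wells and 100% = median of positive control wells; inhibitors cause a drop in the FAM fluorescence signal; in these data hits start at about 50%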
CFTR F508del cor: correctors of CFTR F508del function in bronchial epithelial cells; AID 720511; 350,000 compounds, 0.36% hits; activity (quench increase), % at 7.58 µM; CFBE cells, YFP halide quenching; stimulated with forskolin plus potentiator P3; % fluorescence drop versus neutral controls;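 active = mean added fluorescence quench of at least 8% versus neutral control, with both replicates also reaching 8%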;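 note: cells transiently co-express mutant CFTR-F508del with the halide-sensitive YFP; corrector assay measuring rescue of mutant channel to the surface after 24 h compound exposure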
INS-1E GSIS act: GLuc luminescence reporter in INS-1E cells, primary screen for activators of glucose-dependent secretion of insulin; activation, % at 16.6 µM; INS-1E GLuc reporter insulin secretion, 2-3 h; 370,000 compounds, 0.61% hits;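 active = lowest replicate activation of at least 40%, so every replicate reaches that level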;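 note: 0% = median of neutral control wells and 100% = median of IBMX positive control wells; some compounds called inactive have numbers as strong as hits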
Numbers without * were called inactive; / = no result given. No enrichment for hits, and some 3.3% of all compounds hit somewhere here.

cpd	structure	ARNT-TACC3 inh	RAD52 inh	ERAP1 inh	esBAF inh
1	C[C@H]1CN([C@@H](C)CO)C(=O)Cc2cc(NC(=O)CCC(F)(F)F)ccc2O[C@@H]1CN(C)Cc1ccncc1	2	-8	-1	1
2	COc1ccc(CN2C[C@H]3CON(C)[C@H]3C[C@H]2c2ccc(-c3ccccc3)cc2)cc1	/	-21	-2	-6
3	CCOC(=O)C1CCN(C(=O)Cn2cnc3sc(C)c(S(=O)(=O)N4CCC(C)CC4)c3c2=O)CC1	1	-4	3	-3
4	CC(=O)c1cccc(NC(=O)CN2CCN(Cc3ccccc3)CC2)c1	20	-13	-3	0
5	COc1ccc(/C=C2\Cc3ccccc3C2=O)cc1OC	0	-15	-3	26
6	C/C=C/c1ccc2c(c1)O[C@@H](CN(C)CC1CC1)[C@@H](C)CN([C@@H](C)CO)S2(=O)=O	/	/	/	2
7	N#CCC(=O)N/N=C/c1cc([N+](=O)[O-])ccc1N1CCCC1	-1	2	2	-2
8	O=C(C[C@H]1CC[C@H](NS(=O)(=O)c2ccc(F)cc2)[C@@H](CO)O1)N1CCN(c2ccccc2)CC1	2	-4	2	-1

cpd	Xi reactivation	RAD54 branch	CFTR F508del cor	INS-1E GSIS act
1	-0.1	3	-2.2	-1
2	/	4	0.8	-7
3	0.4	-1	0.7	2
4	0.0	-11	0.6	5
5	0.1	34	-0.2	6
6	-0.7	/	-1.9	2
7	0.0	1	0.0	7
8	0.1	-1	1.5	6

Other results:
cpd	structure	ARNT-TACC3 inh	RAD52 inh	ERAP1 inh	esBAF inh
9	CCc1nc2c(c(=O)c3ccccc3n2C)c(=O)n1-c1ccc(F)cc1	9	/	/	10
10	Nc1cc(Cl)ccc1Oc1ccccc1	-2	/	/	9
11	CCN(Cc1ccccc1)C(=O)COC(=O)Cc1c[nH]c2ccccc12	4	-3	-8	-7
12	COc1ccc(Br)cc1CN1CCN(C(=O)c2ccc(OC)c(OC)c2)CC1	0	-18	-6	-4
13	COc1cccc(-c2noc(Cn3nc(C(=O)O)c4ccccc4c3=O)n2)c1	-2	-5	-5	6
14	Cc1onc(-c2ccccc2Cl)c1C(=O)O/N=C(\N)c1ccc([N+](=O)[O-])o1	-8	-24	1	/
15	COCC(=O)N1[C@H](CO)[C@H]2c3ccccc3N(C(=O)c3cccnc3)C[C@H]21	-10	-2	0	-4
16	CC(C(=O)O)n1nc(-c2ccccc2)c2ccccc21 (stereo not given)	-8	-11	-3	-1

cpd	Xi reactivation	RAD54 branch	CFTR F508del cor	INS-1E GSIS act
9	0.2	/	/	0
10	/	-11	/	21
11	0.0	-7	-0.6	-1
12	0.0	/	-2.5	2
13	0.0	-4	-0.7	32
14	0.9	/	-0.5	-9
15	-0.1	17	-1.5	11
16	0.0	8	-0.8	18

The list goes on:
cpd	structure	ARNT-TACC3 inh	RAD52 inh	ERAP1 inh	esBAF inh
17	Cc1sc2ncnc(N3CCCC(C)C3)c2c1C (stereo not given)	1	10	0	10
18	COc1ccc(Cl)cc1NC(=O)Cn1cccc1	1	-11	1	-4
19	Cc1[nH]c(=O)n(C(C)C)c(=O)c1Br	26	-3	-1	-9
20	COc1cccc(NC(=O)N(C)C[C@H]2Oc3cc(C#Cc4ccccc4)ccc3S(=O)(=O)N([C@H](C)CO)C[C@H]2C)c1	5	2	-2	-1
21	CC[C@@H]1C(c2ccccc2)=NN(c2ccc(Br)cc2)[C@H]1C(=O)N1CCOC1=O	-17	-7	2	-5
22	CN(C)c1ccc(CN2CCC(C(=O)NC(c3ccc(Cl)cc3)c3cnccn3)CC2)cc1 (stereo not given)	/	-14	-3	-3
23	Cc1nn(CC(=O)NC2CCS(=O)(=O)C2)c(C)c1S(=O)(=O)N(C)C (stereo not given)	0	-8	-2	-9
24	CC(C)CC#Cc1cnc2c(c1)C(=O)N([C@H](C)CO)C[C@@H](C)[C@H](CN(C)Cc1ccccc1F)O2	12	3	2	0

cpd	Xi reactivation	RAD54 branch	CFTR F508del cor	INS-1E GSIS act
17	-0.2	-6	-1.8	5
18	/	-10	-1.5	-14
19	0.0	0	-1.9	10
20	-0.2	3	3.7	2
21	-0.1	2	0.2	-13
22	0.0	-1	1.8	-23
23	0.0	-2	0.9	16
24	-0.7	-9	-1.8	-26

Carrying on:
cpd	structure	ARNT-TACC3 inh	RAD52 inh	ERAP1 inh	esBAF inh
25	CCN1CCN(CC(=O)Nc2cc(C(F)(F)F)ccc2OCCOC)CC1	-13	-7	/	-4
26	C[C@H](CO)N1C[C@H](C)[C@@H](CN(C)C(=O)Nc2ccc(F)cc2)Oc2c(NC(=O)Nc3ccc(C(F)(F)F)cc3)cccc2C1=O	-3	-4	0	-1
27	Cc1ccc(S(=O)(=O)N(C)C)cc1NC(=O)c1ccncc1	0	-15	-2	/
28	C[C@H](CO)N1C[C@H](C)[C@@H](CN(C)C(=O)Nc2ccccc2)OCCCC[C@H](C)Oc2ccc(NC(=O)CCCN(C)C)cc2C1=O	-3	-18	0	2
29	Cc1ccc(-c2cnc3c(Nc4cccc(OC(F)(F)C(F)F)c4)nccn23)cc1	/	-125	-1	11
30	Cc1ccc(S(=O)(=O)N(C)C[C@H]2OCCCC[C@H](C)Oc3ccc(NC(=O)CCC(F)(F)F)cc3C(=O)N([C@@H](C)CO)C[C@@H]2C)cc1	-4	11	-3	-1
31	CCOc1ccccc1NC(=O)Nn1cnnc1	0	-4	3	-2
32	CC(=O)Nc1ccc(S(=O)(=O)N(C)CC(=O)OCC(=O)N(CC(C)C)C2CCS(=O)(=O)C2)cc1 (stereo not given)	-4	0	-1	-4

cpd	Xi reactivation	RAD54 branch	CFTR F508del cor	INS-1E GSIS act
25	-0.2	/	0.4	/
26	-1.0	1	1.3	-30
27	0.0	/	1.3	2
28	0.1	6	-0.3	15
29	-0.1	4	0.7	-20
30	0.1	-1	-3.7	-12
31	0.1	3	0.7	15
32	0.0	-7	-0.1	0

More entries follow.
cpd	structure	ARNT-TACC3 inh	RAD52 inh	ERAP1 inh	esBAF inh
33	COc1ccc(C(=O)N/C(=C\c2cccc3ccccc23)C(=O)N2CCN(C)CC2)cc1OC	3	14	4	-2
34	CC(=O)Nc1ccc(S(=O)(=O)NCc2ccc(C(=O)N3CCOCC3)cc2)cc1	-7	-6	4	-4
35	O=C(O)c1cccc(CSc2nc(-c3ccccc3)cc(C(F)(F)F)n2)c1	-41	-9	2	/
36	COC(=O)[C@@]12C[C@@H](CC(=O)NCc3cccs3)C(=O)N(Cc3ccc4c(c3)OCO4)C1=CCC(C)(C)C2	/	-14	0	/
37	CCCC#Cc1ccc([C@@H]2[C@H](C#N)N(C(=O)C3CC3)[C@H]2CO)cc1	/	-53	5	-1
38	Cc1cccc(OCC(=O)Nc2ccc3c(c2)nc(CCN2CCCCC2)n3C)c1	4	9	0	-5
39	COc1cccc(OC)c1C(=O)N1CCN(Cc2cccnc2)CC1	-4	-1	1	-14
40	Cc1cccc(-c2ccc3ncnc(NCc4cccs4)c3c2)c1	-7	-27	4	-5

cpd	Xi reactivation	RAD54 branch	CFTR F508del cor	INS-1E GSIS act
33	0.1	18	-0.3	-4
34	0.0	5	-2.3	35
35	0.0	/	/	/
36	-0.1	/	2.4	/
37	-0.2	0	-0.8	15
38	0.0	10	-2.5	22
39	-0.1	0	-0.9	-2
40	-0.1	-5	-0.4	-24

Remaining list, next part
cpd	structure	ARNT-TACC3 inh	RAD52 inh	ERAP1 inh	esBAF inh
41	COc1ccc(C(CNC(=O)c2cccc(S(=O)(=O)Nc3ccccc3Cl)c2)N2CCOCC2)cc1 (stereo not given)	2	-8	-4	0
42	Cc1ccccc1-c1n[nH]c(=S)n1Cc1ccccc1	11	-19	1	/
43	COc1cc(NC(=O)c2ccc3c(SCC(=O)O)c4c(nc3c2)CCCC4)cc(OC)c1OC	9	-15	-1	/
44	Cc1ccc(-n2nnnc2SCC(=O)c2c(N)n(C3CC3)c(=O)[nH]c2=O)c(C)c1	1	-10	0	-4
45	Cc1ccc(C(=O)OCc2c(C)noc2C)cc1NC(=O)c1ccco1	-2	-18	-2	/
46	CCOC(=O)c1nn(-c2ccc(F)cc2)c(=O)cc1OCC(=O)N1CCN(c2ccccc2)CC1	3	-1	2	1
47	CCNC(=O)Nc1ccc2c(c1)C(=O)N(C)[C@@H]1CC[C@H](CC(=O)NCC3CC3)O[C@@H]1CO2	2	/	/	2
48	Cc1cccc(OCC(=O)Nc2ccc(S(=O)(=O)Nc3cc(C)nc(C)n3)cc2)c1	2	-21	0	0

cpd	Xi reactivation	RAD54 branch	CFTR F508del cor	INS-1E GSIS act
41	0.2	/	2.3	5
42	0.0	/	-3.7	-1
43	-0.1	/	-0.1	-16
44	0.1	5	-0.4	-24
45	0.1	/	-1.5	-8
46	0.1	5	2.4	-38
47	0.0	0	-1.8	9
48	0.1	-18	-0.3	-1

Compound profiles, as listed above:
COc1cc(NC(=O)c2ccc3c(SCC(=O)O)c4c(nc3c2)CCCC4)cc(OC)c1OC across the screens: ARNT-TACC3 inh: 9; RAD52 inh: -15; ERAP1 inh: -1; esBAF inh: /; Xi reactivation: -0.1; RAD54 branch: /; CFTR F508del cor: -0.1; INS-1E GSIS act: -16
Cc1ccc(C(=O)OCc2c(C)noc2C)cc1NC(=O)c1ccco1 across the screens: ARNT-TACC3 inh: -2; RAD52 inh: -18; ERAP1 inh: -2; esBAF inh: /; Xi reactivation: 0.1; RAD54 branch: /; CFTR F508del cor: -1.5; INS-1E GSIS act: -8

(cont.)
cpd	structure	ARNT-TACC3 inh	RAD52 inh	ERAP1 inh	esBAF inh
49	Cc1cccc(NC(=O)c2cccc(OC(=S)N3CCOCC3)c2)c1	1	-4	-2	6
50	COc1cccc(-c2cc(C(=O)Nc3cccnc3)c3ccccc3n2)c1	6	-16	0	1
51	COc1ccc(C2N3CC4(C)CN2CC(C)(C3)C4=O)cc1OC (stereo not given)	-8	-9	-3	-3
52	CO[C@H]1CN(C)C(=O)c2cc(NC(=O)CC(F)(F)F)ccc2OC[C@@H](C)N(C(=O)C2CC2)C[C@@H]1C	/	-47	0	/
53	Cc1nnc(SCC(=O)N(CC(C)C)C2CCS(=O)(=O)C2)n1N (stereo not given)	-3	6	0	-5
54	O=C(N/N=C/c1ccccc1)C(=O)N/N=C/c1ccccc1	-1	-2	-7	-2

cpd	Xi reactivation	RAD54 branch	CFTR F508del cor	INS-1E GSIS act
49	0.0	5	3.4	4
50	-0.1	-7	0.7	-11
51	0.1	-5	-4.4	12
52	-0.5	/	-1.7	12
53	0.0	2	-2.2	9
54	-0.1	-1	2.4	2

Screening data as filed in PubChem BioAssay.
